Screening results: PubChem BioAssay, several laboratories
M5 ag – CHRM5 agonism in calcium assay; activation, % at 3 µM; CHO-K1 hM5 cells, Fluo-8 calcium fluorescence; 0% DMSO wells, 100% maximal acetylcholine response; 0.19% of 360,000 active; AID 624037; P08912;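 active = activation above the run's mean over test compounds plus 3 SD, cut at about 23% in these data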;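 also: signal is peak over basal fluorescence ratio across the kinetic read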
Target sequence (P08912 whole entry, looked up): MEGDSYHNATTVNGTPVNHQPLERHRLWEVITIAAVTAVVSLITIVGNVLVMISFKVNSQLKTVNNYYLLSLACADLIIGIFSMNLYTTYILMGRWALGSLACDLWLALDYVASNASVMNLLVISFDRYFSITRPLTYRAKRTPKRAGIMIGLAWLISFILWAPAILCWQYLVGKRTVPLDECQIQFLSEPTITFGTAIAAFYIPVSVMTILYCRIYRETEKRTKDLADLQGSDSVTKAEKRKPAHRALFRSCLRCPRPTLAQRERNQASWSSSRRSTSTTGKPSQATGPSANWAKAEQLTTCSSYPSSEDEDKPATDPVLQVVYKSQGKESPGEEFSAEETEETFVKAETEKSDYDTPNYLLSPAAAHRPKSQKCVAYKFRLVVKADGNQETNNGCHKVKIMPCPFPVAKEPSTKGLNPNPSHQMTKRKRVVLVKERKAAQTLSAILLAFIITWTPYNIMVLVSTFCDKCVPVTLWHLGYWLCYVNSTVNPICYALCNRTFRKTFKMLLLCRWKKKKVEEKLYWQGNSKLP
CHRM4 PAM – positive allosteric modulators of human muscarinic M4 receptor | P08173 | CHO-K1 hM4/Gqi5, Fluo-8 calcium fluorescence, ACh EC20; 0% = ACh EC20, 100% = maximal ACh | activation, % at 3 µM | 0.4% of 360,000 active | AID 624126;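 active = activation above its plate's cutoff, the mean activation of sample wells plus 3 SD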; also: some results filed as inactive read as strong as hits
Target sequence (P08173 whole entry, looked up): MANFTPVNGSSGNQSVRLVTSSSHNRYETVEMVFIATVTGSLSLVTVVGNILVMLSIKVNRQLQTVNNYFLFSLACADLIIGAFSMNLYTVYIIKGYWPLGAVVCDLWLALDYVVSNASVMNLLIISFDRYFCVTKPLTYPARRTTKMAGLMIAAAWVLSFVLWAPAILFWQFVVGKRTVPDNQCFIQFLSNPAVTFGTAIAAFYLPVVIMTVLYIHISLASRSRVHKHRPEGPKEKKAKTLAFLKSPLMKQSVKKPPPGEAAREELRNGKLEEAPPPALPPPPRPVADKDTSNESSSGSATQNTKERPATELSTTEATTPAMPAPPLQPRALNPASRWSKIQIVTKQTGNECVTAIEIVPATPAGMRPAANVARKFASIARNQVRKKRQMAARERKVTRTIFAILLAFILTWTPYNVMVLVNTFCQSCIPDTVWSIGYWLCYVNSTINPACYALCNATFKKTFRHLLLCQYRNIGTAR
CRFBP-R2 block – CRF-BP/CRF-R2 complex antagonism | HEK293 CRF-R2/CRF-BP, CRF-induced calcium fluorescence | inhibition, % at 11.8 µM | 0.59% of 350,000 active | AID 588475;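 active = inhibition of the ligand-induced calcium signal above about 50% at the single tested concentration, limit read from the data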
TAAR1 agonist – agonists of human TAAR1; Q96RJ0; CHO RD-HGA16 TAAR1, Fluo-8 calcium fluorescence; vehicle wells 0%, saturating PEA agonist 100%; activation, % at 3 µM; 0.99% of 360,000 active; AID 624467;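 active = activation above the mean activation of all test compounds in the run plus 3 SD, cut at about 38% in these data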
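Test system: RD-HGA16 (CHO) cells co-expressing Gα16 and hTAAR1 / Benchmarks: DMSO vehicle as 0%, PEA at EC100 as 100% / Repeats: no replicates (n 1) / Measure: % activation from peak over basal fluorescence ratio, DMSO-to-PEA scaled / Timing: 17-24 h plating, Fluo-8 75 min 37 °C, 30 min RT / Technique: kinetic Fluo-8 calcium fluorescence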
M5 antag – antagonists of human muscarinic M5 receptor (CHRM5); CHO-hM5 cells, Fluo-8 calcium fluorescence, ACh EC80; 0.59% of 360,000 active; inhibition, % at 3 µM; P08912;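 active = inhibition above a per-plate cutoff, the mean of that plate's test compounds plus 3 SD, cut at about 27% in these data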;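 also: 0% = acetylcholine EC80 with DMSO and 100% = DMSO without agonist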
CRFBP-R2 agonist – agonists of human CRF-binding protein/CRF-R2 receptor complex; HEK293 CRF-R2/CRF-BP, calcium dye fluorescence (FLIPR); percent of saturating CRF peptide response; 0.46% of 350,000 active; AID 588473; activation, % at 13.2 µM;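 active = activation of at least 50%, plus an integration ratio under a set limit after plate pattern correction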;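 also: plate controls were neutral control wells without compound for no effect and CRF at EC100 for full effect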
CHO-K1 Ca PAM – nonselective activator or artifact in parental CHO-K1 calcium assay. ATP EC20, Fluo-8 calcium fluorescence; 0% at ATP EC20, 100% at ATP max. activation, % at 3 µM. 0.02% of 360,000 active;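 active = activation above the run cutoff, the mean activation of all test compounds plus 3 SD, cut at about 40% in these data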;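 also: peak over basal fluorescence ratio in a 140 s read after ATP addition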
TAAR1 antagonist – human TAAR1 antagonism; AID 624466; CHO RD-HGA16 TAAR1, Fluo-8 calcium fluorescence, antagonist; inhibition, % at 3 µM; 1.5% of 360,000 active;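 active = inhibition above a per-plate cutoff, the mean inhibition of test compounds on that plate plus 3 SD, cut at about 49% in these data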;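 also: 0% = DMSO plus EC80 beta-PEA response and 100% = DMSO alone without agonist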
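System: CHO RD-HGA16 cells bearing hTAAR1. Reagent: EC80 β-phenethylamine stimulus. Schedule: seeding 17-24 h prior, 75-min 37 °C, 30-min RT dye loading. Signal: Fluo-8 intracellular calcium dye fluorescence, real-time kinetic reads. Read-out: % inhibition from peak post-agonist over basal fluorescence ratio. Benchmarks: vehicle wells and EC80 agonist wells. Replicates: n of 1.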
M5 PAM – potentiates acetylcholine response at human M5 receptor; 0.3% of 360,000 active; activation, % at 3 µM; CHO-K1 hM5, Fluo-8 calcium, ACh EC20 PAM; 0% = ACh EC20, 100% = ACh EC100; P08912;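 active = activation above the run cutoff, the mean activation of all test compounds plus 3 SD, cut at about 18% in these data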
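Test system: CHO-K1 hM5 cells / Doses: single-point, 3 µM nominal / Times: Post-acetylcholine fluorescence recording 140 s / Technique: Fluo-8 calcium fluorescence / Measure: Max/basal fluorescence ratio as % of EC20–EC100 ACh window / Benchmarks: low control EC20 acetylcholine (0%), high control EC100 acetylcholine (100%) / Replicates: one well per compound, no replicates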
* marks the source's active call; other numbers are inactive results; x = not tested or not shown.

Each structure is followed by: M5 ag	CHRM4 PAM	CRFBP-R2 block	TAAR1 agonist	M5 antag	CRFBP-R2 agonist	CHO-K1 Ca PAM	TAAR1 antagonist	M5 PAM
> CC(=O)OC1C2(CC3N4C(=O)C5(CO)SSC4(CC31O)C(=O)N5C)OC(C)C(C)(C)C2=O (configuration not stated)
    2	13	24	x	10	0.7	8	x	-4
> COc1nc(C)nc(NC(=O)NS(=O)(=O)c2ccccc2Cl)n1
    0	-1	7	1	3	-1.2	21	-13	0
> C#CC1(O)CCC2C3CCC4=CC(=O)CCC4=C3C=CC21C (configuration not stated)
    7	-10	30	16	18	-1.4	-12	23	-24
> O=C1NC(=O)C2(Cc3cc([N+](=O)[O-])ccc3N3CCN(C(=O)c4ccccc4)CC32)C(=O)N1 (configuration not stated)
    -6	5	3	1	7	-0.2	-5	-6	-5
> CC1(C(=O)O)CCCC2(C)c3cc(O)ccc3CCC12 (configuration not stated)
    0	-3	-11	10	7	2.5	14	4	-6
> O=C1C=C2C=C[C@@H]3CC2(O1)[C@H]1CCCCN31
    -1	-2	13	1	-1	-0.1	11	-13	-3
> CN(Cc1ccccc1)C(=C(Cl)Cl)/C(=C1/NCCN1Cc1ccc(Cl)nc1)[N+](=O)[O-]
    0	1	7	5	6	-1.2	13	8	-5
> CN(C)c1ccc(CCN2CCOCC2)cc1
    -3	-3	-4	2	8	-1.0	16	-14	4
> CC(C)Oc1cccc(NC(=O)c2cccn(Cc3ccc4c(c3)OC(F)(F)O4)c2=O)c1
    -1	9	-2	3	-5	5.8	4	-15	-2
> CCCC(CCC)C(=O)OC[N+](C)(C)CCOC(=O)C(O)(c1ccccc1)C1CCCC1 (configuration not stated)
    -11	-20	17	1	99*	2.2	3	24	-19
> O=C1NC(=O)N(Cc2ccc(F)cc2)C(=O)/C1=C\C=C\c1ccco1
    10	-8	-59	17	12	11	0	30	1
> CC1CCSP(=O)(Oc2ccccc2)O1 (configuration not stated)
    1	-1	-1	3	0	-2.3	-6	-4	-3
> CC(=O)Nc1ccc(OC(=O)N(C)c2ccc(C)cc2)cc1
    -1	0	-2	1	-3	1.9	3	0	-4
> CCC(c1nnnn1Cc1ccccc1)N1CCC2(CC1)C(=O)NCN2c1ccccc1 (configuration not stated)
    11	-2	x	13	-3	x	1	28	-4
> CCCCSC1=NN1c1nc(N)nc(C)c1CC
    -2	7	9	8	-1	-0.6	17	-5	3
> c1ccc2c(c1)Sc1ccccc1N2CC1CN2CCC1CC2 (configuration not stated)
    -1	-16	8	1	98*	0.0	1	-8	-19
> O=P(Nc1cccnc1)(Oc1ccccc1)Oc1ccccc1
    -5	-13	-15	8	7	-0.3	-13	14	-12
> CCOC(=O)[C@]12Cc3ccccc3[C@H]1N(Cc1ccccc1)C(=O)c1cc(OC)ccc12
    -2	1	x	3	3	x	3	-32	-7
> Cc1occc1C(=O)N1CCC2(CC1)OCCO2
    3	-1	17	5	3	-0.7	-11	2	1
> CCCC(=O)c1cc(CP(=O)(OCC)OCC)oc1C
    1	6	-2	12	-1	1.0	-11	1	8

(cont.)
Each structure is followed by: M5 ag	CHRM4 PAM	CRFBP-R2 block	TAAR1 agonist	M5 antag	CRFBP-R2 agonist	CHO-K1 Ca PAM	TAAR1 antagonist	M5 PAM
> CCOc1ccc(-c2cc(C)[n+](CCc3ccc(OC)c(OC)c3)c(-c3ccc(OCC)cc3)c2)cc1
    -9	-5	1	2	14	0.1	15	2	-14
> CCCC1(CC(C)CC)C(=O)NC(=O)NC1=O (configuration not stated)
    0	2	-10	51*	-4	0.0	8	4	0
> COc1ccccc1NC1(C#N)CCCCC1
    0	2	25	0	-10	-1.4	-10	-21	1
> C[C@@H]1CN([C@@H](C)CO)C(=O)CCCn2cc(nn2)CO[C@H]1CN(C)C(=O)Oc1ccc2ccccc2c1
    0	6	-2	8	-1	0.7	23	-11	3
> CCOC(=O)c1cccc(NC(=O)c2c(O)[nH]c(=O)[nH]c2=O)c1
    2	-1	8	6	18	-2.5	2	8	-9
> COc1ccc2c3c1OC1[C@H](O)CCC4[C@@H](C2)N(C)CC[C@]314 (some centres not stated)
    4	-4	8	1	1	-0.5	2	12	-6
> COc1ccc2c(c1)c(C(=O)CN1CCC3(CC1)OCCO3)c(C)n2Cc1ccccc1
    -6	-3	-19	9	8	2.5	-4	3	8
> N[C@@H](Cc1c[nH]c2ccccc12)c1nnc(SCc2c(F)cccc2Cl)o1
    -1	-6	-7	0	4	1.2	15	11	-1
> CN1C(=O)C(=Cc2ccc(N3CCCCCC3)o2)C(=O)N(C)C1=S
    6	2	-82	16	3	99*	3	-7	2
> CCc1ccc(CNCCc2ccccc2F)cc1
    -3	1	-34	16	0	1.5	12	-1	7
> CNP(=O)(Oc1ccccc1)OC12CC3CC(CC(C3)C1)C2 (configuration not stated)
    0	-9	78*	-1	17	1.6	-8	-12	0
> COc1ccccc1N1C(=O)NC(=O)C2(Cc3cc(C)ccc3N(C)C2)C1=O (configuration not stated)
    -5	3	13	2	10	-2.5	3	-5	-1
> C/C(CCc1c[nH]c2ccccc12)=N\O
    0	5	10	0	-1	0.3	13	6	2
> COc1ccc(-c2ccc3c(c2)CN(c2cccc(Cl)c2)Cc2cnnn2-3)cc1
    1	-6	x	2	7	x	6	9	-2
> c1ccc(C2NCc3ccccc3-n3cccc32)cc1 (configuration not stated)
    0	-4	4	2	2	-0.9	20	-3	-3
> Cc1nc2ccccc2c(=O)n1-c1ccc(C(=O)O)cc1
    2	0	-10	1	8	0.4	0	-14	2
> O=C1NC(=O)N(c2ccccc2F)C(=O)/C1=C/c1ccc(Sc2nc3ccccc3[nH]2)o1
    16	-28	-44	74*	5	24	-13	57*	-9
> O=C1NCCCCC1(Cl)Cl
    2	5	13	2	16	-1.2	-13	-24	-5
> CC(C)c1oc(=O)cc2c1[C@@H](O)[C@H]1OC(=O)[C@@]3(C)CC[C@@H](O)[C@@]2(C)C13 (some centres not stated)
    4	20	-3	8	-1	0.3	9	-4	2
> CSc1ccc(C(=O)C2CCCN(Cc3cnc(SC)nc3)C2)cc1 (configuration not stated)
    -8	-12	-27	1	6	-3.4	0	10	-3

More compounds.
Each structure is followed by: M5 ag	CHRM4 PAM	CRFBP-R2 block	TAAR1 agonist	M5 antag	CRFBP-R2 agonist	CHO-K1 Ca PAM	TAAR1 antagonist	M5 PAM
> CCCCCCCCCCCCCCCC[N+](C)(C)C
    -2	-16	66*	9	38*	4.3	15	37	-18
> COc1ccccc1N1CCN(Cc2ccc(Cl)cc2Cl)CC1
    -3	-2	4	-2	-5	-0.6	15	-5	3
> COC(=O)C1=Nc2ccccc2/C1=C\c1c(O)n(-c2cc(OC)ccc2OC)c(=O)[nH]c1=O
    -5	0	5	6	11	2.8	-11	12	-4
> CCn1ccnc1CN1CCCC(C(=O)c2cc(Cl)ccc2OC)C1 (configuration not stated)
    -4	-1	-4	5	4	0.7	15	-13	-4
> O=c1[nH]c(=O)n(-c2cccc(F)c2)c(O)c1/C=C1\C=Nc2ccccc21
    1	-3	-56	-3	-4	49	-2	-19	-3
> COc1ccc(CC2c3cc(OC)c(OC)cc3CCN2C)cc1OC (configuration not stated)
    3	3	13	2	4	0.0	-2	-28	1
> CCn1cc(/C=c2/sc3n(c2=O)C2c4ccccc4OC(C)(N=3)C2C(=O)OC)c(C)n1 (configuration not stated)
    4	-2	-22	2	2	-0.6	-7	-10	0
> COc1ccc(-c2cc(=NCCC(=O)O)c3cc(C)ccc3o2)cc1
    -2	3	6	4	5	0.5	10	-13	-2
> CC(CN1CCOCC1)OC(=O)Cc1ccccc1 (configuration not stated)
    1	6	-2	1	2	8.0	15	7	10
> CSc1ccc(CN2CCN(C(=O)Cc3ccccc3)CC2)cc1
    -13	-5	3	5	-14	0.8	18	-22	6
> O=C(CF)NC(Nc1cccc2cccnc12)C(Cl)(Cl)Cl (configuration not stated)
    -4	7	5	-4	-6	-1.9	11	5	8
> CCOc1ccc2c(c1)c(C(C)=O)c(C)n2Cc1ccco1
    -2	-3	9	0	8	-3.5	-19	-8	-6
> O=C(C1CCC(=O)N1C1CCCCC1)N1CCC2(CC1)OCCO2 (configuration not stated)
    -1	13	-24	8	-4	-0.8	15	3	1
> CCOC(=O)c1c(C)n(Cc2ccco2)c2ccc(O)cc12
    -6	-3	7	7	6	0.5	6	7	-8
> O=C1NCN(c2ccccc2)C12CCN(C(c1ccccc1OC(F)(F)F)c1nnnn1-c1ccc3c(c1)OCCO3)CC2 (configuration not stated)
    4	-1	x	3	1	x	19	-9	-1
> C=CCn1c(O)c(C(CC)=Nc2cccc(C(F)(F)F)c2)c(=O)[nH]c1=O
    6	-10	2	0	7	-2.5	-5	-16	2
> Cc1noc(C)c1C(=O)N1CCC2(CC1)OCCO2
    2	8	29	17	7	-2.5	17	-11	-4
> Cc1ccc(-c2cc(-c3ccc(C)cc3)[n+](C)o2)cc1
    -5	-1	-20	0	8	-0.8	19	-7	-2
> CC[C@H]1CN(C)CCc2c([nH]c3ccccc23)C(=O)C[C@@H]1/C(=C\OC)C(=O)OC
    -2	1	-9	0	9	0.0	-1	-5	-1
> c1ccc(CN2Cc3ccccc3-n3nncc3C2)cc1
    2	0	5	1	5	2.6	17	1	0

Reprinted from the part before: 4 compounds, followed by the next part.
Each structure is followed by: M5 ag	CHRM4 PAM	CRFBP-R2 block	TAAR1 agonist	M5 antag	CRFBP-R2 agonist	CHO-K1 Ca PAM	TAAR1 antagonist	M5 PAM
> Cc1noc(C)c1C(=O)N1CCC2(CC1)OCCO2
    2	8	29	17	7	-2.5	17	-11	-4
> Cc1ccc(-c2cc(-c3ccc(C)cc3)[n+](C)o2)cc1
    -5	-1	-20	0	8	-0.8	19	-7	-2
> CC[C@H]1CN(C)CCc2c([nH]c3ccccc23)C(=O)C[C@@H]1/C(=C\OC)C(=O)OC
    -2	1	-9	0	9	0.0	-1	-5	-1
> c1ccc(CN2Cc3ccccc3-n3nncc3C2)cc1
    2	0	5	1	5	2.6	17	1	0
> C=C(C)[C@@]12OC3(c4ccccc4)O[C@@H]1C1[C@@H]4O[C@]4(CO)[C@@H](O)[C@]4(O)C(=O)C(C)=C[C@H]4[C@@]1(O3)[C@H](C)[C@H]2OC(=O)/C=C/C=C/c1ccccc1 (some centres not stated)
    -3	-5	111*	x	24	1.6	-19	x	-25
> O=c1[nH]c(=O)n(Cc2ccc(F)cc2)c(O)c1/C=N/Nc1ccccc1
    -2	-12	-32	8	5	-0.3	12	36	4
> CC(=O)c1ccc2c(c1)C1C(Cl)C(Sc3ccccc3[N+](=O)[O-])CC1C(C(=O)O)N2 (configuration not stated)
    4	2	31	2	7	-2.9	10	14	-6
> O=C1OC(c2ccc(Cl)cc2)=N/C1=C\N1CC2CC(C1)c1cccc(=O)n1C2 (configuration not stated)
    -5	15	18	-2	-9	1.0	23	-13	22*

These rows are one share of the data; rates above refer to the full screens.
